RAM inhibit: blocks the yeast RAM network; inhibition, % at 50 µM; 1.8% of 190,000 active; S. cerevisiae dse1pr::URA3 reporter, 5-FOA growth OD615, 2 d; analog-sensitive cbk1-as2 kinase mutant strain; AID 868;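 active = inhibition above a set limit, 3 SD over mean compound inhibition, cut at about 8.4% in these data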;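 note: 0% = DMSO-only wells with no growth and 100% = 10 µM 1-NA-PP1 full growth; inhibition rescues growth on 5-FOA so higher OD means more RAM inhibition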
bIAP inhibitor: intestinal alkaline phosphatase (bovine) inhibition | purified bovine IAP, CDP-star luminescence, 30 min | inhibition, % at 20 µM | 190,000 tested, under 10 active | AID 1019;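 active = over 50% inhibition of intestinal alkaline phosphatase at 20 µM in the single-dose screen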
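Assay system – bovine IAP enzyme · Quantity – bovine IAP at 1/65,000,000 final dilution · Detection – CDP-star luminescence signal · Times – 30 min reaction at room temperature · Also added – CDP-star substrate at 30 µM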
ROMK mod: modulates human ROMK potassium channel activity; Tet-inducible ROMK, thallium flux fluorescence; actives lie on both sides; B-score at 10 µM; 2% of 130,000 active;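 active = signal ratio slope over the read window, or its plate-corrected B-score, at least 3 SD from the plate mean, either direction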;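 note: B-score of the F/F0 ratio slope over 7 to 12 s after thallium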
Target sequence (P48048 whole entry, looked up): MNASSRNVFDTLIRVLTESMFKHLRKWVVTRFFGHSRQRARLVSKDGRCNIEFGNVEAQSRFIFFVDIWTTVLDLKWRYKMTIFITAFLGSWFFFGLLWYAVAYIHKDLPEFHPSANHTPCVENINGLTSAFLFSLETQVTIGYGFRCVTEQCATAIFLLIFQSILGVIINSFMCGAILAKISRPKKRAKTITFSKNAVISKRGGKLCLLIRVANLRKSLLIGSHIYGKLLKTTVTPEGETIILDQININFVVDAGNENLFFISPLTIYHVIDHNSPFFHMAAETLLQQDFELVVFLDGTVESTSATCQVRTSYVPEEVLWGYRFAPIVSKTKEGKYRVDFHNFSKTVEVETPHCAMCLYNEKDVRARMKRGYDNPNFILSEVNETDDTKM
SRC2 TRFRET art: TR-FRET artefact, counter-screen to PPARgamma/SRC-2 agonist assay; TR-FRET ratio at 8 µM; stronger effect = higher value; 0.4% of 200,000 active; AID 1049; in the data active = TR-FRET ratio above about 2000; note: inactives centre near 1500; reference of the scale not given here
PPARg SRC2 recr: promotes SRC-2 coactivator recruitment by human PPARgamma | P37231 | PPARgamma LBD-SRC-2 recruitment, biochemical | activation, % at 8 µM | 0.34% of 200,000 active | AID 1032; in the data active = activation above about 22%;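 note: 0% = vehicle and 100% = reference agonist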
Efa HMGR inh: blocks class II HMG-CoA reductase of Enterococcus faecalis. purified E. faecalis HMGR, NADPH absorbance 340 nm kinetic. inhibition, % at 10 µM. 0.41% of 190,000 active;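 active = inhibition above a set limit, the median over all tested compounds plus 3 SD, cut at about 9.5% in these data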;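 note: enzyme runs in reverse so mevalonate oxidation gives rising NADPH absorbance; 0% = complete reaction with DMSO and 100% = background rate lacking mevalonate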
Redox H2O2 prof: compounds producing H2O2 with reducing agent – biochemical, NIH compound library profiling, artefact control for MLSCN library redox annotation, primary screen | DTT-dependent redox cycling H2O2, phenol red/HRP absorbance; 100% = 100 µM peroxide control, 0% = buffer | activation, % at 10 µM | 0.03% of 200,000 active | AID 878;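 active = activation of at least 50% relative to the plate's high and low controls in the primary single-dose screen; inactive = activation below 50%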;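 note: compound incubated with DTT at 0.8 mM final as the reducing agent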
S1P3 antagonist: antagonists of human S1P3 receptor | CHO S1P3 NFAT-BLA reporter, FRET fluorescence, antagonist mode | inhibition, % at 4.98 µM | 0.27% of 170,000 active | AID 485;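 active = inhibition above the plate cutoff, the mean inhibition of test wells on that plate plus 3 SD, cut at about 28% in these data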;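 note: cells challenged with S1P at its EC80 of 0.8 µM; blue over green emission ratio from cleaved BLA substrate after 4 h stimulation; 0% = S1P-stimulated wells and 100% = unstimulated DMSO-only wells; some compounds past the cut are filed as inactive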
Target sequence (Q99500 whole entry, looked up): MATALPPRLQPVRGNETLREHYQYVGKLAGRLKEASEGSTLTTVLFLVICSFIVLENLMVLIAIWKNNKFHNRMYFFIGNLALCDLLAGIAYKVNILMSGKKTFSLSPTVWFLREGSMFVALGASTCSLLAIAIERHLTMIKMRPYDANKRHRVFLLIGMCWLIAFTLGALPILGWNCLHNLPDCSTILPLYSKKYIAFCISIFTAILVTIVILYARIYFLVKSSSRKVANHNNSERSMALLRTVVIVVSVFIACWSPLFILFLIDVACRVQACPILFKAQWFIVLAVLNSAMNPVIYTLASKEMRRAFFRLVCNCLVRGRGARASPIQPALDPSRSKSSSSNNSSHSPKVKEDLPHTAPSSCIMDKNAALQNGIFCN
Lmaj promast: Leishmania major promastigote growth inhibition. Leishmania major promastigotes, resazurin fluorescence viability. inhibition, % at 10 µM. 9% of 200,000 active. AID 1063; in the data active = inhibition above about 50%;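 note: promastigotes grown with compound for 44 hours at 28 °C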
PPARg SRC-3 ag: promotes SRC-3 coactivator recruitment by human PPARgamma. AID 731. activation, % at 8 µM. P37231. 0.26% of 200,000 active. biochemical PPARgamma/SRC-3 coactivator recruitment assay; in the data active = activation above about 23%;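 note: 0% = DMSO and 100% = reference agonist; some compounds past the cut are filed as inactive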
PPARg SRC1 recr: agonists of human PPARgamma SRC-1 coactivator recruitment; P37231; PPARgamma-SRC-1 coactivator recruitment biochemical assay; activation, % at 8 µM; 0.41% of 200,000 active; AID 631; in the data active = activation above about 19%;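 note: 0% = DMSO and 100% = reference agonist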
Numbers without * were called inactive; . = no result given.

SMILES	RAM inhibit	bIAP inhibitor	ROMK mod	SRC2 TRFRET art	PPARg SRC2 recr	Efa HMGR inh	Redox H2O2 prof	S1P3 antagonist	Lmaj promast	PPARg SRC-3 ag	PPARg SRC1 recr
Cc1[nH]c(C(=O)N/N=C/c2ccc(N(C)C)cc2)c(C)c1C(=O)N/N=C/c1ccc(N(C)C)cc1	1.9	-21	-0.12	1563	7	0	-1.2	-5	2	6	14
Cc1cccc(-n2c(C)cc(C=C3C(=O)c4ccccc4C3=O)c2C)c1	1.9	10	.	1637	13	5	0.9	.	-1	12	16
C=CCc1ccc(OCCCOc2ccc(C)c(C)c2)c(OC)c1	-0.3	21	1	1535	0	-3	0.1	.	-6	5	5
CCCCC(=O)Nc1cccc(NC(=O)c2ccc(Br)o2)c1	1.2	.	.	1279	12	2	-0.2	-12	14	9	-7
Cc1cc(C(=O)CCl)c(C)n1-c1ccon1	0.0	-7	-0.068	1561	-1	-4	-1.0	10	97*	4	0
CCOC(=O)C1=C(c2ccccc2)Nc2ncnn2C1c1cc(OC)cc(OC)c1OC (stereo not drawn)	-0.7	-3	.	1388	1	-1	-2.4	-19	92*	2	6
Cc1ccc(C(=O)Nc2cccc(C(=O)O)c2)cc1S(=O)(=O)N1CCCCC1	2.2	-5	.	1419	-7	-2	-1.9	-20	-7	-4	0
CCN1CCCC1CNS(=O)(=O)c1cc(Br)cc2c1N(C(=O)C1CC1)CC2 (stereo not drawn)	0.3	14	.	1407	2	3	-0.4	.	-4	-1	0
CNC(=O)C(Sc1nc(C)nc2c1oc1ccccc12)C(C)=O (stereo not drawn)	0.8	-6	0.0065	1567	4	1	-0.1	.	5	-2	-3
O=C1CN2NC(=S)N(c3ccccc3)C2=CN1c1ccc(Cl)cc1	1.1	4	0.41	1435	-7	-1	0.2	12	2	-1	0
COc1cc2c(cc1OC)C(c1cccc([N+](=O)[O-])c1)NC(=O)C2 (stereo not drawn)	0.9	0	0.093	1448	7	3	0.0	-10	-2	9	2
CCN(CC)S(=O)(=O)c1ccc2c(c1)c(=O)c(C(=O)NCc1cccs1)cn2C	1.4	5	0.46	1712	4	1	0.1	14	19	-1	7
COc1ccccc1OCC(=O)Nc1cc(S(=O)(=O)N2CCCCC2)ccc1N1CCCCC1	4.8	5	-0.88	1635	-3	-5	1.8	2	98*	1	-7
NC(=O)Nc1ccc(F)cc1	-0.5	7	0.11	1576	6	-8	0.2	.	-4	0	2
CCN1CCCc2cc(CN(CCN3CCOCC3)C(=O)Nc3ccc(C)c(C)c3)ccc21	4.8	-9	-3.5*	1479	7	-1	-0.5	.	10	4	0
CCCn1c(SCC(=O)Nc2cc(Cl)ccc2OC)n[nH]c1=O	1.7	-10	-0.43	1446	1	-6	0.0	.	-1	3	6
Cc1ccc(OCCn2cnc3c(N)ncnc32)cc1	3.0	21	.	1599	8	1	0.1	.	-3	14	3
O=C(CN1C(=O)CCSc2ccccc21)Nc1ccc2c(c1)OCO2	3.2	-4	.	1469	-6	-6	-2.6	9	17	-4	-1
O=C(NC1CCN(Cc2ccccc2)CC1)C1COc2ccccc2O1 (stereo not drawn)	-1.0	7	0.52	1496	1	1	1.4	-5	92*	-1	7
O=C(CCN1C(=O)c2ccccc2C1=O)Oc1ccc2ccccc2c1	7.5	6	.	1488	1	1	-3.2	.	-5	6	2
Cc1nccn1-c1ccc(C(F)(F)F)cc1NC=O	1.6	12	.	1550	-4	-5	-0.3	-20	-4	-1	13
Cc1cc(Cl)ccc1OCc1nc(-c2ccc(O)cc2)n[nH]1	0.4	2	-0.47	1639	9	-3	-0.2	24	20	-13	7
CN(C)c1ccc(C(CC(=O)c2ccccc2)C2CCCCC2=O)cc1 (stereo not drawn)	0.5	1	.	1565	3	-6	0.0	5	-2	0	6
CCC(C)(C(=O)NC1CCCC1)N(C(=O)CC1NC(=O)NC1=O)c1ccc(C)cc1 (stereo not drawn)	0.0	15	-0.19	1477	1	0	0.0	.	-6	2	2
Cc1c(C(=O)NCCc2ccc3c(c2)OCCO3)oc2ccccc12	3.2	15	-1	1583	1	-6	-1.3	.	5	-12	5
SMILES	RAM inhibit	bIAP inhibitor	ROMK mod	SRC2 TRFRET art	PPARg SRC2 recr	Efa HMGR inh	Redox H2O2 prof	S1P3 antagonist	Lmaj promast	PPARg SRC-3 ag	PPARg SRC1 recr
COc1cccc(C(=O)NCc2cccnc2)c1	-0.3	-1	.	1404	-5	-7	-2.8	-8	-5	-7	-3
CCCCn1cnc2c1c(=O)n(C)c(=O)n2C	0.9	1	.	1580	1	-5	-3.0	5	-1	9	-2
N#CC1(Cc2ccc([N+](=O)[O-])cc2)c2ccccc2C=CN1C(=O)c1ccccc1 (stereo not drawn)	4.7	17	-0.52	1303	11	1	0.3	.	51*	5	3
Cc1nc([N+](=O)[O-])c(N2CCN(C)CC2)n1Cc1ccccc1	0.9	2	.	1539	4	-2	1.1	.	-3	4	6
COCCNC(=O)CN(C(=O)CCC(=O)Nc1ccccn1)c1ccc(F)cc1	5.0	5	.	1367	-8	-6	1.6	-14	-7	-14	1
O=C1CC(N2CCN(c3nc4ccccc4s3)CC2)C(=O)N1c1ccc(F)cc1 (stereo not drawn)	0.6	-5	.	1600	3	0	1.3	15	-6	-5	4
CCCCNCCCOc1ccc(C)cc1Br	1.4	10	.	1514	1	-1	-1.2	-14	90*	7	-2
OCCCNC(=S)Nc1ccc2nccnc2c1	1.0	0	0.46	1598	3	2	0.2	9	-3	-1	-1
COc1ccc(NCC(=O)Nc2ccc(Cl)cc2C)c(OC)c1	8.0	24	.	1660	16	0	0.2	10	99*	21	4
O=C(CSC1=Nc2ccccc2C2=NC(CC(=O)NCc3ccco3)C(=O)N12)NCC1CCCO1 (stereo not drawn)	-0.1	3	0.59	1505	8	-4	-0.7	-19	16	19	3
Cc1ccc(S(=O)(=O)CC2CSc3nnc(C)c(=O)n32)cc1 (stereo not drawn)	0.7	13	.	1264	-3	-1	0.9	0	-2	0	0
Cc1ccc(NC(=O)c2c(-c3ccccc3)noc2C)nc1	1.1	-18	.	1373	-11	-10	0.4	7	-3	-4	0
O=C(c1ccc(Cl)nc1)N1CCc2ccccc2C1	0.7	2	0.92	1436	6	-2	0.3	.	-3	-2	3
O=C(Cn1ncc(Cl)c(Cl)c1=O)N1CCN(S(=O)(=O)c2ccc3ccccc3c2)CC1	3.5	5	.	1664	6	-7	0.0	0	99*	8	2
CCNC(=O)COC(=O)c1ccc(-c2nc3ccccc3s2)s1	-0.2	-10	-0.9	1473	7	-3	-1.7	-13	-2	8	-1
COc1ccc(OC(=O)C2CC(=O)N(c3ccc(C)cc3)C2)cc1 (stereo not drawn)	-0.3	8	0.69	1642	11	-9	4.0	-5	-7	5	-6
COc1ccc(N2C(=O)C(=O)/C(=C(/O)c3ccc(C)cc3)C2c2cccnc2)cc1 (stereo not drawn)	0.8	-9	-0.099	1429	5	-2	0.0	-6	1	-2	8
COc1ccc(/C=C/C(=O)OCC(=O)c2c(N)n(C)c(=O)n(C)c2=O)cc1	8.2	10	1.8	1613	-3	-3	-0.3	1	-2	-3	-2
NS(=O)(=O)c1cccc(NC(=O)COC(=O)Cc2ccc(Cl)cc2)c1	0.7	5	-0.04	1501	4	5	0.0	-8	-3	-4	-5
CS(=O)(=O)N1CCc2ccccc2C1	1.4	5	.	1516	10	-3	0.9	.	-2	4	2
CC(C)c1ccc(NC(=O)NC2CCCCC2)cc1	0.5	7	.	1643	-3	-5	0.3	9	0	4	-2
Cc1ccc(C(=O)NCC(=O)OCC(=O)c2c(N)n(C)c(=O)n(C)c2=O)s1	1.8	12	.	1542	-2	2	1.1	1	-4	5	6
COc1ccc(C)cc1NC(=O)CSc1nnc(-c2ccc(OC)c(OC)c2)n1N	4.4	-5	-2	1638	2	-7	-0.5	.	4	3	0
Cc1[nH]c2ccccc2c1/C=C/c1nc2ccccc2c(=O)n1CCO	3.2	-13	-0.76	1752	3	-6	-0.2	11	28	-2	2
O=[N+]([O-])c1cc(/C=N\O)ccc1Oc1ccc(F)cc1	-1.4	2	-0.42	1462	-8	-7	-0.5	-3	-1	-5	1

Structural class, those above containing bromine.
SMILES	RAM inhibit	bIAP inhibitor	ROMK mod	SRC2 TRFRET art	PPARg SRC2 recr	Efa HMGR inh	Redox H2O2 prof	S1P3 antagonist	Lmaj promast	PPARg SRC-3 ag	PPARg SRC1 recr
CCCCC(=O)Nc1cccc(NC(=O)c2ccc(Br)o2)c1	1.2	.	.	1279	12	2	-0.2	-12	14	9	-7
CCN1CCCC1CNS(=O)(=O)c1cc(Br)cc2c1N(C(=O)C1CC1)CC2 (stereo not drawn)	0.3	14	.	1407	2	3	-0.4	.	-4	-1	0
CCCCNCCCOc1ccc(C)cc1Br	1.4	10	.	1514	1	-1	-1.2	-14	90*	7	-2

(more compounds)
SMILES	RAM inhibit	bIAP inhibitor	ROMK mod	SRC2 TRFRET art	PPARg SRC2 recr	Efa HMGR inh	Redox H2O2 prof	S1P3 antagonist	Lmaj promast	PPARg SRC-3 ag	PPARg SRC1 recr
CCc1nnc(SCc2ccc(OC)c(Br)c2)n1N	0.3	-10	.	1514	-2	-4	-2.4	-38	-5	3	-1
Cc1cc(Nc2cccc(F)c2)nc(NCc2ccccc2)n1	7.9	9	.	1480	-4	-8	0.6	19	100*	-7	2
CCOC(=O)C1(Cc2cccc(OC)c2)CCCN(Cc2ccc(NC(C)=O)cc2)C1 (stereo not drawn)	2.4	-17	-0.4	1720	11	-2	-1.6	10	9	2	3
CCCCn1nnnc1NCc1ccc(N2CCCC2)cc1	-0.6	8	.	1531	-2	-2	2.2	-21	9	-9	3
CN(C)CCCN(C(=O)CCc1ccccc1)c1nc2ccc(Br)cc2s1	-1.1	15	-0.082	1417	-11	-1	-1.8	-4	61*	-1	5
CCO[C@H]1OC(C(=O)N2CCN(Cc3ccc4c(c3)OCO4)CC2)=C[C@@H](c2ccccc2)[C@@H]1CCCO	-0.8	-6	.	1574	1	-2	-1.4	-11	18	0	4
CCCCNC(=O)Cn1cnc2sc(C)c(S(=O)(=O)N3CCN(c4ncccn4)CC3)c2c1=O	4.2	-11	-0.63	1721	3	2	-1.4	-27	9	2	12
CNC(=O)c1c2c(nc3ccc(Br)cc13)CCCC2	-1.3	11	-0.52	1499	7	-1	-1.8	1	8	2	1
O=C(c1ccccc1)N1CCn2c1nc1ccccc12	-1.1	-3	-0.51	1393	-1	-2	-0.1	8	-4	6	-6
O=c1cc(CN2CCN(Cc3ccccc3)CC2)c2cc(Cl)ccc2o1	-0.3	1	-1.1	1673	4	-4	-0.1	13	-2	7	6
COc1ccccc1CNC(=S)Nc1ccc2nc(N3CCN(C)CC3)cc(C)c2c1	0.4	-23	-0.88	1404	-3	-7	-0.5	-13	100*	-1	0
Cc1ccc(NC(=O)CN2C(=O)N/C(=C\c3cccnc3)C2=O)cc1	1.8	-3	-0.27	1766	-8	-7	-0.1	-20	12	-4	-3
COc1ccc(N(CC(=O)Nc2ccccc2F)S(=O)(=O)c2ccc(C)c([N+](=O)[O-])c2)cc1	5.1	7	0.2	1266	-6	-2	-0.8	-2	21	1	-4
